Screening data deposited in PubChem by several laboratories.
PTPN22 act: LYP phosphatase activators, primary screen, biochemical, DiFMUP fluorescence, 2 µM; 96,000 tested, 0.11% active; recombinant LYP; 0 = plate median, 100 = signal doubled; activation, % at 2 µM; Tyrosine-protein phosphatase non-receptor type 22 (Homo sapiens), Q9Y2R2; AID 697, 2007;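 active = activation at 2 µM above a set limit, the mean plus 5 SD, cut at about 37% in these data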
sEH act: soluble epoxide hydrolase activators, primary screen, biochemical, human sEH. activation, % at 2 µM. 91,000 tested, 0.04% active. purified human sEH enzymatic activity, activator screen. AID 717, 2007; in the data active = activation above about 37%; note: values of inactives mirror those of a sister screen read the other way
H69AR growth 86K: proliferation blockers of H69AR lung cancer cells, primary screen, cell-based, human, 86K library; 85,000 tested, 6% active; H69AR lung tumor viability, ATP luminescence, 72 h; hits give low values; viability, % at 10 µM; AID 598, 2007;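 active = viability at or below 40%; inactive = viability above 40%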;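 note: multidrug resistant small cell line overexpressing MRP-1 efflux transporter; 100% = mean luminescence of untreated control wells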
S1P2 ag: S1P2 receptor agonists, primary screen, cell-based; S1P2-expressing cell line, agonist reporter read-out; activation, % at 4.5 µM; Sphingosine 1-phosphate receptor 2 (Homo sapiens), O95136; 97,000 tested, 0.46% active; in the data active = activation above about 16%;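 note: 0% = vehicle low control and 100% = maximal reference agonist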
Target sequence (O95136 whole entry, looked up): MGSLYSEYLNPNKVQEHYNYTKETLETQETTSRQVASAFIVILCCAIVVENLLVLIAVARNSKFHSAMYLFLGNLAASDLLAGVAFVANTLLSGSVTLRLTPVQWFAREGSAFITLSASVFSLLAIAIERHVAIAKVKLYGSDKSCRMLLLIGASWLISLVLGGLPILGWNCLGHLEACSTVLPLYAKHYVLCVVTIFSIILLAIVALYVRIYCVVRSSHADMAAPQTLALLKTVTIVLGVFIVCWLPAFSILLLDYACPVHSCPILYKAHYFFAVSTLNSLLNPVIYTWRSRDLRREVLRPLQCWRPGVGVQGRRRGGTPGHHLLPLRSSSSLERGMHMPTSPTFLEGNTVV
S1P2 antag: human S1P2 receptor antagonists, primary screen, cell-based | cell-based S1P2 antagonist assay, inhibition at 5 uM | Sphingosine 1-phosphate receptor 2 (Homo sapiens), O95136 | inhibition, % at 5 µM | 97,000 tested, 0.21% active; in the data active = inhibition above about 45%;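 note: CRE beta-lactamase reporter cells expressing human S1P2 stimulated with S1P; 0% = agonist at EC80 alone and 100% = agonist plus reference antagonist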
PostGolgi ctrl: growth inhibition of yeast control strain, primary screen, counter-screen for post-Golgi transport modulator project. efflux-deficient yeast background strain, growth absorbance A615, 16 h. 98,000 tested, 5% active. inhibition, % at 10 µM. AID 738, 2007; in the data active = inhibition above about 30%
sEH inh: soluble epoxide hydrolase inhibitors, primary screen, biochemical, human sEH | inhibition, % at 2 µM | 91,000 tested, 0.34% active | Bifunctional epoxide hydrolase 2 (Homo sapiens), P34913 | recombinant human sEH enzymatic activity assay; in the data active = inhibition above about 80%; note: values of inactives mirror those of a sister screen read the other way; many of its hits are not listed in these tables
Fibroblast inh: antiproliferative effect on LL 47 fibroblasts – human, LL 47 cells, CellTiter-Glo luminescence, primary screen; LL 47 human lung fibroblast viability, ATP luminescence; hits give low values; viability, % at 10 µM; 85,000 tested, 1.1% active; AID 719, 2007;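 active = viability at or below 50% in the single dose screen; inactive = viability above 50%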;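 note: compound exposure lasted 72 h before the ATP readout; 100% = median luminescence of untreated cell-only wells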
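material = human LL 47 lung fibroblast cells | dosing = compounds added from tenfold dosing solution, 0.1% DMSO final | timing = overnight cell rest, 72 h compound treatment at 37 °C | measured by = CellTiter-Glo luminescence measuring cellular ATP | evaluation = % viability versus median cells-only luminescence | control set = cell-only wells, no compound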
HUVEC inhibit: inhibitors of HUVEC proliferation, primary screen, cell-based, 384-well; CellTiter-Glo luminescence, 72 h; hits give low values; viability, % at 10 µM (by protocol); 86,000 tested, 1.1% active; AID 648, 2007;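 active = viability at or below 30%; inactive = viability above 30%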;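 note: 100% = median luminescence of DMSO-only cell control wells on each plate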
Starred values were filed as active, the others as inactive; · = no result given. These rows are one share of the data. The share of hits here may be higher or lower than overall.

The first 5 entries, to show the layout:
Values run as follows: PTPN22 act | sEH act | H69AR growth 86K | S1P2 ag | S1P2 antag | PostGolgi ctrl | sEH inh | Fibroblast inh | HUVEC inhibit
- Cc1ccc(C(=O)NCCCN2CCOCC2)cc1
  -5.8 | 24.4 | 100.6 | -5.3 | -3.8 | · | -24.8 | 95.0 | 96.6
- CCCOc1ccc(/C(O)=C2/C(=O)C(=O)N(CCOC)C2c2cccnc2)cc1 (configuration not stated)
  -1.4 | -0.8 | 84.7 | -6.8 | 15.1 | -4.8 | -1.2 | 105.1 | 99.9
- O=C(CN(Cc1ccco1)C(=O)CNS(=O)(=O)c1ccc(F)cc1)NCCc1ccccc1
  · | · | 93.4 | · | · | -9.7 | · | 96.6 | 88.6
- CC(C)(C)OC(=O)N1CCC(c2c(C(=O)O)cnn2-c2ccccc2Cl)CC1
  -10.4 | -3.5 | 92.2 | -3.9 | 18.5 | 3.9 | 0.7 | 94.5 | 104.6
- O=C(CCN1C(=O)c2ccccc2C1=O)OCn1nnc2ccccc2c1=O
  -4.1 | 8.5 | 79.8 | -9.8 | 24.7 | 12.5 | -6.8 | 99.3 | 98.7

The whole of this part, repeating the preview:
Values run as follows: PTPN22 act | sEH act | H69AR growth 86K | S1P2 ag | S1P2 antag | PostGolgi ctrl | sEH inh | Fibroblast inh | HUVEC inhibit
- Cc1ccc(C(=O)NCCCN2CCOCC2)cc1
  -5.8 | 24.4 | 100.6 | -5.3 | -3.8 | · | -24.8 | 95.0 | 96.6
- CCCOc1ccc(/C(O)=C2/C(=O)C(=O)N(CCOC)C2c2cccnc2)cc1 (configuration not stated)
  -1.4 | -0.8 | 84.7 | -6.8 | 15.1 | -4.8 | -1.2 | 105.1 | 99.9
- O=C(CN(Cc1ccco1)C(=O)CNS(=O)(=O)c1ccc(F)cc1)NCCc1ccccc1
  · | · | 93.4 | · | · | -9.7 | · | 96.6 | 88.6
- CC(C)(C)OC(=O)N1CCC(c2c(C(=O)O)cnn2-c2ccccc2Cl)CC1
  -10.4 | -3.5 | 92.2 | -3.9 | 18.5 | 3.9 | 0.7 | 94.5 | 104.6
- O=C(CCN1C(=O)c2ccccc2C1=O)OCn1nnc2ccccc2c1=O
  -4.1 | 8.5 | 79.8 | -9.8 | 24.7 | 12.5 | -6.8 | 99.3 | 98.7
- CCOC(=O)N1CCN(C(=O)CC(=O)Nc2ccc3nc4n(c(=O)c3c2)CCCCC4)CC1
  · | · | 101.8 | · | · | -3.2 | · | 96.3 | 109.8
- COc1cccc(-c2cc(C(=O)Nc3c(C)n(C)n(-c4ccccc4)c3=O)no2)c1
  4.7 | 4.1 | 100.0 | -3.4 | 5.0 | 20.8 | -6.5 | 111.8 | 90.9
- COc1ccc(-c2nnc(NC(=O)c3cc(C)on3)s2)cc1
  -9.2 | 6.2 | 89.6 | -3.1 | 1.9 | 17.6 | -2.3 | 99.5 | 98.3
- O=c1c(C(c2ccccc2)c2c(O)sc3ccccc3c2=O)c(O)sc2ccccc12
  -8.5 | 6.5 | 36.4* | -6.5 | -6.6 | 14.8 | -7.3 | 88.6 | 66.7
- Cc1ccc(N(CC(=O)Nc2c(C)n(C)n(-c3ccccc3)c2=O)S(C)(=O)=O)cc1C
  9.4 | 22.9 | 102.4 | -7.5 | -11.5 | · | -22.9 | 91.3 | 95.5
- Cc1ccc(N/C(SCc2ccccc2C)=C(/C#N)C(=O)NCc2ccco2)cc1C
  -4.0 | 31.8 | 84.5 | -0.4 | -10.9 | 0.5 | -28.1 | 99.1 | 82.0
- Cc1ccc(C(=O)NCc2ccco2)cc1S(=O)(=O)N1CCCCC1
  -13.6 | -6.5 | 64.8 | -4.5 | -9.2 | -2.7 | 7.8 | 88.5 | 90.7
- COCC(=O)Nc1cc(=O)n(C)c(=O)n1C
  · | · | 92.7 | · | · | 13.2 | · | 104.7 | 96.6
- Cc1ccc(S(=O)(=O)N2CCCN(c3nc4cc(C)ccc4cc3C#N)CC2)cc1
  -1.9 | -12.2 | 67.3 | -3.0 | -11.6 | · | 17.1 | 100.0 | 101.4
- c1ccc(-n2cnc3cc(NCc4cccs4)ccc32)cc1
  11.3 | 11.2 | 23.3* | -7.0 | 3.2 | 17.8 | -8.1 | 60.8 | 72.6
- NC(=O)CNC1CC(=O)N(CCc2ccccc2)C1=O (configuration not stated)
  -1.4 | 9.1 | 102.4 | -1.9 | 4.8 | 0.1 | -6.1 | 106.4 | 98.5
- CCOCC(=O)Nc1cccc(OC)c1
  15.3 | -11.4 | 28.2* | -6.4 | 10.6 | 5.5 | 11.0 | 95.6 | 90.6
- CCN(CC)c1ccc2oc(=O)c(C)nc2c1
  -8.3 | 9.8 | 80.0 | 0.6 | 8.5 | 2.5 | -4.2 | 90.5 | 102.5
- CCOC(=O)c1ccc(NC(=O)CN(C)S(=O)(=O)c2ccc(OC)cc2)cc1
  -1.8 | -7.3 | 89.5 | -5.2 | -3.6 | 0.3 | 9.8 | 92.1 | 99.1
- O=C1CC(C(=O)O)C2(CCCC2)O1 (configuration not stated)
  4.0 | -0.5 | 94.8 | -6.2 | 13.3 | · | 6.0 | 104.5 | 96.2
- CN1CCN(C(=O)CCc2nc3ccccc3c(=O)[nH]2)CC1
  -9.4 | -15.8 | · | -0.8 | -16.9 | 5.2 | 14.4 | · | ·
- CCOC(=O)CN(C(=O)CNC(=O)c1cccs1)C(C(=O)NC1CCCCC1)c1cccnc1 (configuration not stated)
  3.0 | 4.1 | 89.0 | 0.0 | -9.5 | · | -4.1 | 94.8 | 88.4
- COc1ccc(CN(C(=O)c2ccc3c(c2)OCCO3)C(C(=O)NC2CCCCC2)c2ccc3ncccc3c2)cc1 (configuration not stated)
  4.3 | -8.4 | · | -4.4 | 1.4 | -2.2 | 11.0 | · | ·
- CCCNc1nc(OCC(F)(F)F)nc(OCC(F)(F)F)n1
  -4.7 | 3.2 | 89.9 | -2.9 | -10.9 | 3.4 | -0.9 | 106.1 | 96.3
- CCCS(=O)(=O)n1nc(-c2ccccc2)cc1N
  -4.6 | 21.2 | 92.9 | -2.1 | -4.5 | -5.3 | -24.4 | 105.2 | 95.3
- CC1(C)CC(=O)C(C=Nc2ccc3c(c2)OCO3)=C(O)C1
  -2.6 | -6.1 | 90.8 | -5.7 | -6.0 | 24.5 | 7.6 | 90.7 | 89.7
- CC(C)C(=O)Nc1cccc(C(=O)NCCc2ccc(S(N)(=O)=O)cc2)c1
  -9.3 | -10.9 | 91.5 | -3.4 | 4.0 | 5.9 | 13.2 | 99.0 | 95.5
- Cc1csc(NC(=O)CN2CCCCCC2)n1
  -8.8 | 6.6 | 95.1 | -10.3 | 11.8 | -4.7 | -5.0 | 95.6 | 98.3
- Cc1ccc[n+](C(C)C(=O)Nc2ccc(C)c([N+](=O)[O-])c2)c1 (configuration not stated)
  11.0 | 6.5 | · | -9.0 | 11.8 | 3.1 | -3.6 | · | ·
- O=S(=O)(c1ccc(Br)s1)N1CCc2ccccc2C1
  -6.8 | -2.0 | · | -3.0 | -4.4 | · | 1.1 | · | ·
- O=C(O)CSCC(=O)Nc1ccc(S(=O)(=O)N2CCCCC2)cc1
  -5.6 | · | 81.1 | -4.4 | 4.8 | 0.9 | · | 100.8 | 103.2
- CCCCOCCCNC(=O)c1cccs1
  -10.7 | -3.7 | 97.4 | 0.7 | -4.7 | -1.7 | 1.8 | 102.0 | 96.4
- Cc1ccc2c(c1)N(C(=O)c1ccco1)C(C)(C)c1ssc(=S)c1-2
  -8.4 | 5.1 | 99.2 | -0.3 | -40.6 | 15.2 | -8.9 | 82.1 | 88.4
- N#Cc1ccccc1/C=N/Nc1nc(-c2ccccc2)c2cc(Cl)ccc2n1
  -16.6 | -3.1 | · | -8.0 | 5.7 | 20.2 | 5.6 | · | ·
- O=C(OC(C(=O)NCc1cccs1)c1ccccn1)c1cccs1 (configuration not stated)
  8.4 | -0.5 | 101.3 | -4.5 | 19.8 | 2.7 | 3.1 | 108.8 | 99.5
